Bioassay records as filed in PubChem BioAssay.
S3 lipid droplet: qHTS Assay for Lipid Storage Modulators in Drosophila S3 Cells; Drosophila S3 cells, BODIPY lipid droplet fluorescence, 18-24 h; cells fed with added oleic acid; Potency in µM for hits, for the others lipid storage change, negative = inhibition, % at the top dose, mostly 46.1 µM; hit rate 0.64% among 320,000; AID 2685, 2010; active = well fitted inhibition curve with a large enough effect in the signal ratio, with a control signal flat, not every such curve was filed as active; inconclusive = small, poorly fitted or top-dose-only effect, or effect the other way, or a change in a side signal; the % refers to the signal ratio
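Drosophila S3 cells loaded with oleic acid (400 uM, as added) and compounds at several concentrations; lipid droplets imaged by 488-nm laser-scanning cytometry, 500–530 nm intensity and object ratio to cell channel. Percent activity normalized to 20 uM Triacsin C.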
S3 lipid droplet cell count max: also measured in S3 lipid droplet; calls as there; cell number change, %; measured here: cell count max response;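 cells counted by Cell Tracker Red CMTPX staining in the red channel; peak over a dose series mostly up to 46.1 µM; percent activity relative to internal control wells on each plate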
* marks the source's active call; other numbers are inactive results; i = inactive; ? = inconclusive; . = no result given; [ ] = remark or other dose. % is scaled to controls: 0 for no effect and ±100 for the full control effect; potency is read from the fitted curve at half-maximal effect.

Below each compound: S3 lipid droplet cell count max, S3 lipid droplet
Cc1ccc(CN2C(=O)CCC2C(=O)NCCN2CCN(c3cccc(Cl)c3)CC2)cc1 (stereo unspecified)
 : 15, 5%
CCOC(=O)c1sc2nc[nH]c(=O)c2c1C
 : ., ?
Cc1cccc(N=C2C(=O)Nc3c(Cl)cccc32)c1
 : ., ?
O=C(Nc1cccnc1)C1=NN(C2CCS(=O)(=O)C2)C(=O)CC1 (stereo unspecified)
 : -7, -6%
CN(CCc1ccccn1)C(=O)c1ccc(OC(F)(F)F)cc1
 : -10, 3%
COc1ccccc1Nc1ncc(C(C)=O)c(C)n1
 : -1, 18%
COc1ccc(/C=C2\COc3ccccc3C2=O)c(OC)c1
 : ., ?
COc1ccc(NC(=O)C(=O)NNC(=O)COc2ccc(OC)cc2)cc1
 : ., ?
Cc1ccc(-c2nnn(CC(=O)Nc3cccc4cccnc34)n2)o1
 : ., ?
O=C(Nc1ccccc1Cl)c1cccs1
 : ., ?
Cc1nc2oc(C(=O)c3ccccc3)c(N)c2c2c1COC(C)(C)C2
 : -9, -1%
Cc1c(-c2ccccc2)[n+](=O)c(-c2ccc(Cl)cc2)c(C)n1[O-]
 : 27, -7%
O=C(c1cc2cc(Br)cc(Br)c2oc1=O)N1CCCC1
 : 11, 1%
CCC(c1nnnn1CCOC)N(Cc1ccc(C)cc1)Cc1cc2cc(OC)ccc2[nH]c1=O (stereo unspecified)
 : ., ?
COc1ccc(-c2cn[nH]c2-c2ccc(OCc3ccc(F)cc3)cc2O)cc1OC
 : ., ?
Cc1ccc(OCC(=O)OC2CCCN(C)C2)cc1 (stereo unspecified)
 : ., ?
CC(=O)c1cccc(NC(=O)COC(=O)CCC(=O)c2cccs2)c1
 : ., 10%
CCOC(=O)C1CCN(Cc2c(O)ccc3ccccc23)CC1
 : -13, 0%
O=C(Cn1c(CO)nc2ccccc21)NC1CCCCCC1
 : ., ?
CCN(CC)c1ccc(C=C(c2nnnn2-c2ccccc2)c2nnnn2-c2ccccc2)cc1
 : -1, -3%
CCCCN(C)C(=O)c1nc2ccccn2c1CN1CCN(c2cnccn2)CC1
 : ., ?
Cc1cc(F)ccc1S(=O)(=O)Nc1ncnc2sc3c(c12)CCC3
 : 8, 8%
O=C(OCC(=O)c1ccc(Cl)s1)c1cnccn1
 : ., -7%
CC(=O)N1CCN(C(=O)/C(C#N)=C/c2ccc3c(c2)OCO3)CC1
 : ., ?
CC(=O)c1c(C)oc2c1cc(NS(=O)(=O)c1ccc(C(=O)O)cc1)c1ccccc12
 : ., i
C=CCNC(=O)C(=O)NCCOc1ccccc1Cl
 : ., ?
CC(NC(=O)NCCCC(=O)O)(C(F)(F)F)C(F)(F)F
 : -5.3*, 29µM*
O=C(NCCc1ccccc1)C1CCN(S(=O)(=O)N2CCCCCC2)CC1
 : 11, 25%[9.22 µM]
OC(c1ccccc1)c1nccc2ccccc12 (stereo unspecified)
 : 29, 11%
COc1cccc(C2C(C#N)=C(N)Oc3c2oc(CO)cc3=O)c1OC (stereo unspecified)
 : 16, 10%
CCOc1cc(C(C(=O)NCC2CCCO2)N(C(=O)Cn2nnc3ccccc32)c2ccc(C(C)=O)cc2)ccc1O (stereo unspecified)
 : ., ?
CS(=O)(=O)N(CC(=O)N1CCc2ccccc2C1)c1cccc(F)c1
 : ., ?
CCN(CC)C(=O)c1ccc(C(=O)c2ccccc2)cc1
 : ., ?
NC(=O)c1ccccc1NC(=O)CN1CCN(Cc2ccc(Cl)cc2Cl)CC1
 : ., ?
N#Cc1ccc(OCC(=O)N2CCCC2=O)cc1
 : ., ?
CC(Oc1ccc(F)cc1)C(=O)Nc1cccc(-c2nn[nH]n2)c1 (stereo unspecified)
 : ., ?
COc1cc(OC)cc(C(=O)N2CCCC(Nc3ccc(F)cc3)C2)c1 (stereo unspecified)
 : -5, i
CCn1c(SCC(=O)Nc2ccccc2C(=O)OC)nnc1-c1ccoc1C
 : ., ?
CC(=O)C1=C(C)NC(=O)NC1/C=C/c1ccccc1 (stereo unspecified)
 : -24, -5%
Cc1c(NC(=O)c2ccc(CN3CCc4ccccc4C3)cc2)c(=O)n(-c2ccccc2)n1C
 : ., -28%
COc1cccc(N2CCN(C(=O)CCCCCn3c(=S)[nH]c4cc5c(cc4c3=O)OCO5)CC2)c1
 : ., ?
COc1ccc(OC)c(S(=O)(=O)NCCc2ccccc2)c1
 : 18, i
CCn1c(SC(C)C(=O)OC)nnc1-c1c[nH]c2ccccc12 (stereo unspecified)
 : 20, 7%
C[n+]1ccccc1/C=C/c1ccc(C#N)cc1
 : -11, 2%
Cc1ccc(-c2[nH]c(-c3ccc(Cl)cc3)nc2SCC(=O)NCC2CCCO2)cc1 (stereo unspecified)
 : ., ?

An excerpt from above in order of their number in S3 lipid droplet cell count max, rising.
| SMILES | S3 lipid droplet cell count max |
| --- | --- |
| CC(=O)C1=C(C)NC(=O)NC1/C=C/c1ccccc1 (stereo unspecified) | -24 |
| COc1cc(OC)cc(C(=O)N2CCCC(Nc3ccc(F)cc3)C2)c1 (stereo unspecified) | -5 |
| COc1ccc(OC)c(S(=O)(=O)NCCc2ccccc2)c1 | 18 |

Other compounds:
Below each compound: S3 lipid droplet cell count max, S3 lipid droplet
CCCn1c(CNc2ccc(Br)cc2)nc2ccccc21
 : ., ?
Cc1ccc(NS(=O)(=O)c2ccc(C)c(NC(=O)COc3ccc4ccccc4c3)c2)c(C)c1
 : ., ?
CN(C)c1cccc(C(=O)NCCCSc2ccccc2)c1
 : ., ?
Cc1sc2ncnc(NCC(O)c3ccc([N+](=O)[O-])cc3)c2c1C (stereo unspecified)
 : ., ?
Cc1cc(C(=O)Nc2ccc(Cl)cc2)n(-c2ccccc2)n1
 : ., i
Cc1ccc(C(c2c(O)nc3n(c2=O)CCS3)c2c(O)nc3n(c2=O)CCS3)cc1
 : ., ?
COc1ccccc1CN1CC(C(=O)NCc2ccc(N3CCCC3=O)cc2)CCC1=O (stereo unspecified)
 : ., ?
COc1cccc(CNC(=O)CCC2CCCN(C(=O)Cc3ccccc3F)C2)c1 (stereo unspecified)
 : ., ?
COc1ccc(/C=N/NC(=O)c2cc(C)oc2C)cc1OC
 : ., 3%
Cc1nc(N)sc1C(=O)Nc1ccccc1
 : ., ?
O=C(NC1c2ccccc2-c2ccccc21)c1ccccc1
 : ., ?
Cc1ccc2[nH]c(=S)cc(C)c2c1
 : ., ?
CC(=O)NC(Cc1ccc(F)cc1)C(=O)NC1CCN(C(=O)Nc2ccc(F)cc2)CC1 (stereo unspecified)
 : ., ?
CCC(=O)c1ccc(OCC(=O)OCC(=O)NCCC2=CCCCC2)cc1
 : ., ?
Cc1ccc(C(c2nnnn2CS(=O)(=O)c2ccc(C)cc2)N2CCCC2)cc1 (stereo unspecified)
 : 5, 15%
Cc1oc2cc(O)ccc2c(=O)c1Oc1ccccc1Br
 : ., ?
Cc1ccc(-n2c(=O)c3ccccc3n(CC(=O)NCc3ccco3)c2=O)cc1
 : 4, 6%
COc1ccccc1N1CCN(C(=O)c2cccc(NC3=NC4CS(=O)(=O)CC4S3)c2)CC1 (stereo unspecified)
 : 0, -1%
COc1cccc(-n2cnc3c(sc4nc(N5CCOCC5)c5c(c43)CCCC5)c2=O)c1
 : ., ?
COc1ccc(CCNC(=S)NC(=O)/C=C/c2ccc(C)cc2)cc1OC
 : ., 0%
COCCSc1ccccc1C(=O)Nc1cc([N+](=O)[O-])ccc1OC
 : ., ?
O=C(COC(=O)c1cccc([N+](=O)[O-])c1)c1ccc(OCc2ccccc2)cc1
 : 6, 15%
COc1ccc(N2C(=O)C3CCCN3C2c2cc(OC)c(OC)c(OC)c2)cc1 (stereo unspecified)
 : 20, -2%
Cc1ccc(C(=O)CCC(=O)OCC(=O)NNC(=O)c2ccccc2Cl)cc1
 : ., ?
Cc1ccnc(NC(=O)c2ccc3[nH]c(=O)c(=O)[nH]c3c2)c1
 : ., -11%
Cn1c(=O)n(CCOc2ccc(Cl)cc2Cl)c2ccccc21
 : 14, 4%
Cc1ccc(Oc2ccc(/C=N/O)cn2)cc1
 : 9, -4%
O=C(O)c1ccccc1Nc1ccccc1C(=O)O
 : ., ?
O=C(O)c1ccc(-n2nnc3ccccc32)c([N+](=O)[O-])c1
 : 13, i
COc1ccc(OC)c(S(=O)(=O)NC2CC2)c1
 : -2, -1%
O=[N+]([O-])c1cc(S(=O)(=O)Nc2ccccc2)ccc1N1CCN(c2ccccc2)CC1
 : ., ?
CCOC(=O)Nc1ccc(C(N)=O)cc1
 : ., ?
O=C(CN1C(=O)CC(c2ccccc2)S(=O)(=O)c2ccccc21)N1CCCCC1 (stereo unspecified)
 : 14, 3%
COc1ccccc1C(=O)NCC(=O)N=Nc1c(O)n(C(C)C)c2ccccc12
 : ., ?
COc1cccc(/C(O)=C/c2nc3ccc(C(=O)NCCc4ccc(Cl)cc4)cc3[nH]c2=O)c1
 : ., ?
COc1ccc(NC(=O)COc2ccccc2)cc1Cl
 : ., ?
O=C(N=Nc1c(O)[nH]c2ccccc12)c1cc(-c2ccc(F)cc2)n[nH]1
 : -9, -19%
O=C(CC(=O)Nc1cccc(Cl)c1Cl)Nc1cccc(Cl)c1Cl
 : -8, 10%
COc1ccc(CN(C(=O)Cn2nnc3ccccc32)C(C(=O)NC(C)(C)C)c2ccco2)cc1 (stereo unspecified)
 : ., ?
CCN(CC)CCNC(=O)c1cn(C)c2ccc(S(=O)(=O)N(C)C3CCCCC3)cc2c1=O
 : ., ?
O=C1N/C(=N\N=C\c2ccco2)SC1Cc1ccccc1[N+](=O)[O-] (stereo unspecified)
 : 14, 15%
Cc1cccc(NS(=O)(=O)c2cccc(C(=O)NCC(C)(C)N3CCOCC3)c2)c1
 : -20, -25%
C=CCc1cccc2cc(C(=O)NC3=C(C#N)CCC3)c(=O)oc12
 : ., i
O=c1c2ccccc2c(C=NCCCN2CCOCC2)c(O)n1Cc1ccccc1
 : ., 12%
O=C(CCN1C(=O)C2CCCCC2C1=O)Nc1ccc(F)c(F)c1F (stereo unspecified)
 : ., ?

Shown as labelled records: entries from further up
O=C(Nc1ccccc1Cl)c1cccs1
  S3 lipid droplet cell count max = .	S3 lipid droplet = ?

Cc1nc2oc(C(=O)c3ccccc3)c(N)c2c2c1COC(C)(C)C2
  S3 lipid droplet cell count max = -9	S3 lipid droplet = -1%

Going on with the list:
Below each compound: S3 lipid droplet cell count max, S3 lipid droplet
CCCCNC(=O)c1cccnc1SCC(=O)Nc1ccccc1OC
 : ., ?
Cc1ccc(S(=O)(=O)N/N=C\c2ccc(C)o2)cc1
 : -12, 6%
COc1ccccc1NC(=O)Cn1nnc(-c2ccccc2NC(=O)c2cnccn2)n1
 : ., ?
O=C(O)c1cc(S(=O)(=O)Nc2cccc(Oc3ccccc3)c2)ccc1Br
 : ., i
O=c1c2ccccc2nc(COc2ccccc2)n1/N=C/c1ccc(O)cc1O
 : -19, -5%
COc1ccc(/C=N/NC(=S)Nc2cc(C(F)(F)F)ccc2Cl)cc1
 : -17, 0%
CSC1=C(C#N)C(c2ccc3c(c2)OCO3)C2=C(CCCC2=O)N1 (stereo unspecified)
 : -11, 4%
CC(C)(C)NCc1ccc(OCc2cccs2)cc1
 : 11, 1%
Cc1c(C(=O)N2CCOCC2)c(S(=O)(=O)Nc2ccccc2F)c(C)n1C
 : ., ?
Cc1ccc(S(=O)(=O)NCc2ccccc2)cc1C(=O)NC1CCCCC1
 : ., ?
O=C(Nc1cc2c(cc1Br)OCCO2)c1cccnc1
 : -16, 30%
O=C1NC(c2cccc(Cl)c2)Nc2ccccc21 (stereo unspecified)
 : ., ?
CCCOc1ccc(C(=O)NCC(c2cccs2)N(C)C)cc1 (stereo unspecified)
 : 11, -8%
Cc1nn(Cc2cccc3ccccc23)c(C)c1NC(=O)c1cccnc1
 : ., ?
CCOc1ccc(C(C)NC(=O)CCC(=O)O)cc1 (stereo unspecified)
 : 3, -4%

Whole records, quoted from the list. Order of values: S3 lipid droplet cell count max, S3 lipid droplet
Cc1ccc(S(=O)(=O)NCc2ccccc2)cc1C(=O)NC1CCCCC1 is listed as ., ?
CCOc1cc(C(C(=O)NCC2CCCO2)N(C(=O)Cn2nnc3ccccc32)c2ccc(C(C)=O)cc2)ccc1O (stereo unspecified) is listed as ., ?
COc1ccc(/C=N/NC(=S)Nc2cc(C(F)(F)F)ccc2Cl)cc1 is listed as -17, 0%
O=C(c1cc2cc(Br)cc(Br)c2oc1=O)N1CCCC1 is listed as 11, 1%

Further compounds follow:
Below each compound: S3 lipid droplet cell count max, S3 lipid droplet
COC(=O)c1cc(Br)cn1S(=O)(=O)c1ccccc1
 : -2, 1%
O=[N+]([O-])c1ccc(Cl)c(/C=N/N2CCN(Cc3ccc(Cl)cc3)CC2)c1
 : ., ?
CCOc1ccccc1NC(=O)C1CCN(S(C)(=O)=O)CC1
 : ., ?
O=C(C[n+]1ccsc1)c1ccccc1
 : ., ?
Cc1ccccc1NC(=O)C1CCCN(S(=O)(=O)c2ccc3c(c2)C(C)(C)C(=O)N3C)C1 (stereo unspecified)
 : ., ?
CC(C)(C)c1ccc(-c2nnc(SCCC#N)n2C2CCCC2)cc1
 : ., i
CCCCc1cc(=O)oc2cc(OCC(=O)NC3CCN(Cc4ccccc4)CC3)ccc12
 : ., ?
CCOC(=O)N1CCN(C(=O)CSCC(=O)N=c2sc3ccccc3n2C)CC1
 : ., ?
CCCC1CC(C#N)N(N(C)C)C1=C(C#N)C#N (stereo unspecified)
 : 4, 29%

Not all compounds are listed; the hit share may differ from the screen's.
